POLH inh: blocks human DNA polymerase eta activity; recombinant Pol eta, fluorescent DNA replication assay; Potency, µM (series often up to 114 µM), without a hit: at the highest dose activity change, negative = inhibition, actives largely listed as inhibitors; Q9Y253; hit rate 1.2% among 390,000; further: potency means the concentration at half of the fitted maximal effect; on the % scale 0 is the no-effect control and ±100 the full control effect
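Pol eta (10 nM) was preincubated with compounds for 15 min at room temperature, after which fluorescent replication substrate (50 nM final) was added to start the reaction. Fluorescence was read kinetically at 0 and 10 min.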
APEX1 inh: inhibitors of human APE1 endonuclease | recombinant APE1, TAMRA/BHQ-2 abasic DNA cleavage fluorescence | AID 2517 | P27695 | Potency, µM (highest dose often 65.8 µM), without a hit: at the top dose activity change, negative = inhibition, actives largely listed as inhibitors | hit rate 0.35% among 350,000;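 further: potency means the concentration at half of the fitted maximal effect; plate controls were vehicle for no effect and reference inhibitor for full effect; nearly all actives have a fitted effect of over 55% in size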
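Substrate: short duplex with […] THF abasic site, 5'-TAMRA and 3'-BHQ-2, 50 nM final. APE1 at 0.75 nM, preincubated 15 min RT with compound. Fluorescence increase from first to third read measured activity.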
POLB inh: blocks human DNA polymerase beta activity; P06746; Pol beta primer extension/strand displacement, fluorescence kinetic; Potency, µM (doses to about 114 µM), inactives show at the top dose activity change, negative = inhibition, actives largely listed as inhibitors; hit rate 1.3% among 340,000; AID 485314; further: potency means the concentration at half of the fitted maximal effect; on the % scale 0 is the no-effect control and ±100 the full control effect
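Pol beta (10 nM) was preincubated with compound for 15 min at room temperature. The reaction was then started with 50 nM substrate and read immediately and after a further 10 min at room temperature.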
RXFP1 antag: blocks the human relaxin receptor RXFP1; hit rate 0.59% among 350,000; HEK293-RXFP1, relaxin-stimulated cAMP HTRF, 30 min; stronger effect = lower value; AID 1259400; activity change, negative = inhibition, % at 57.5 µM;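 active means activity change of -60% or lower, but not beyond a set lower limit; inconclusive means change between -60% and -40%, or beyond the set limit; inactive means change above -40%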; further: on the % scale 0 is the no-effect control and ±100 the full control effect
Target sequence (Q9HBX9 whole entry, looked up): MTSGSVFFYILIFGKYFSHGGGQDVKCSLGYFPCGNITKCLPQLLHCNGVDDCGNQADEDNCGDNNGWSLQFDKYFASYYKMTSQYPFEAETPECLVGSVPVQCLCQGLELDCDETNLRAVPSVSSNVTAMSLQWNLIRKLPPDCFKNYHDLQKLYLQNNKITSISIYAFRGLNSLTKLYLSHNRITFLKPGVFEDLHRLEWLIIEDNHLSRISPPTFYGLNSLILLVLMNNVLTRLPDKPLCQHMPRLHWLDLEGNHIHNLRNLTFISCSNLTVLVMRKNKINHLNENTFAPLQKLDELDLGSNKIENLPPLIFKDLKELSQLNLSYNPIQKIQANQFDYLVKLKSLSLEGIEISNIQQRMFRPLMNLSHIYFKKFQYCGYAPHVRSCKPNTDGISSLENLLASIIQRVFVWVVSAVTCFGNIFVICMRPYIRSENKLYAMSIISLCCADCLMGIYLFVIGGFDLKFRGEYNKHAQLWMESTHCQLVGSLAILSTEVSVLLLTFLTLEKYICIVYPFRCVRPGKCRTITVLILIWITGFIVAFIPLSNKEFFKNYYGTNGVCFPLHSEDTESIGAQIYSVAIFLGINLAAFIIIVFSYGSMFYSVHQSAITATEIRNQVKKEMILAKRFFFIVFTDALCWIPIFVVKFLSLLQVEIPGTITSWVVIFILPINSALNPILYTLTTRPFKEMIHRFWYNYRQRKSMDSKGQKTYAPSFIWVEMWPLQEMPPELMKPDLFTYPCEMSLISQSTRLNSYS
Pol kappa inh: blocks human DNA polymerase kappa activity; Q9UBT6; hit rate 0.53% among 400,000; Potency, µM (top dose mostly 107 µM), without a hit: at the top dose activity, negative = inhibition, actives largely listed as inhibitors; AID 588579; purified Pol kappa, fluorescent DNA synthesis assay, 10 min; further: potency means the concentration at half of the fitted maximal effect; on the % scale 0 is the no-effect control and ±100 the full control effect
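First, compounds were pin-transferred onto 10 nM Pol kappa. After 15 min at room temperature, substrate was added to 50 nM final. Fluorescence was then measured kinetically at 0 and 10 min.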
Anesthetic bind: binds horse apoferritin like a general anesthetic; Potency, µM (highest dose often 77.5 µM), without a hit: top-dose activity change, negative = displacement, actives largely listed as inhibitors; AID 485281; apoferritin/1-aminoanthracene competitive binding, fluorescence; hit rate 0.074% among 350,000; further: potency means the concentration at half of the fitted maximal effect; on the % scale 0 is the no-effect control and ±100 the full control effect; nearly all actives have a fitted effect of over 20% in size
Target sequence (P02791 2-175 limits assumed): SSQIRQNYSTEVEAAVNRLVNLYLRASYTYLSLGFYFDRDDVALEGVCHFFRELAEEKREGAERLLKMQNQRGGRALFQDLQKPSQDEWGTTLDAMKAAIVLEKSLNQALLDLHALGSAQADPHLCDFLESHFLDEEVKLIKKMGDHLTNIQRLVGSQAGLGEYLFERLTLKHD
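Apoferritin-based anesthetic binding model; compound displacement of fluorescent 1-AMA measured as endpoint fluorescence after 10 minutes at room temperature, scaled to free-ligand and complex controls.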
BLM helicase inh: inhibitors of human Bloom syndrome helicase BLM; hit rate 0.2% among 350,000; recombinant BLM DNA unwinding, fluorescence dequenching; Potency, µM (highest dose often 56.1 µM), for inactives: at the top dose activity change, negative = inhibition, actives largely listed as inhibitors;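 further: potency means the concentration at half of the fitted maximal effect; plate controls were vehicle for no effect and no enzyme for full effect; nearly all actives have a fitted effect of over 35% in size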
POLI inh: DNA polymerase iota (human) inhibition | Potency, µM (top dose mostly 115 µM), for inactives: at the top dose activity, negative = inhibition, actives largely listed as inhibitors | Pol iota fluorescent replication assay, 10 min | hit rate 1% among 390,000; further: potency means the concentration at half of the fitted maximal effect
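Pol iota at 10 nM preincubated 15 min with compounds at room temperature; reaction started with fluorescent substrate, 50 nM final. Fluorescence read kinetically at 0 and 10 min; buffer-only wells as negative control.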
Tb PGK inh: blocks T. brucei phosphoglycerate kinase; AID 602233; PGK/GAPDH coupled, Kinase-Glo luminescence, 60 min; Potency, µM (highest dose often 57.5 µM), inactives show at the highest dose activity change, negative = inhibition, hits mostly inhibitors; hit rate 0.043% among 380,000; P07378; further: potency means the concentration at half of the fitted maximal effect; on the % scale 0 is the no-effect control and ±100 the full control effect; nearly all actives have a fitted effect of over 60% in size
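Luminescent ATP detection (Kinase-Glo Plus) follows a 60-minute room-temperature incubation, with wells lacking PGK as controls. Buffer: 100 mM TEA (pH 7.6), 5 mM MgCl2, 0.01% Tween-20. Coupling enzyme GAPDH (100 nM final) supplies unstable 1,3-BPG in-well.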
An asterisk follows results filed as active; i = inactive; ? = inconclusive; / = no result given; [ ] = dose if it differs, or a comment. Unless noted, the call rests on the fitted dose curve; in most records, active means well fitted curve in the direction sought with a large enough effect; inconclusive means small, poorly fitted or top-dose-only effect, or another doubt; inactive means no such curve, though single readings can be large; an effect the other way counts as inactive or inconclusive. The list is partial (hit frequency here may not be typical).

SMILES	POLH inh	APEX1 inh	POLB inh	RXFP1 antag	Pol kappa inh	Anesthetic bind	BLM helicase inh	POLI inh	Tb PGK inh
Cc1cccc(C)c1NC(=O)CSc1ccc([N+](=O)[O-])cn1	-2%	1%	9%	5	-2%	-8%	-1%	-14%	-3%
O=[n+]1cc(-c2cc3ccccc3o2)n([O-])c2c1CCCC2	-6%	-2%	-12%	-9	8%	-16%	-2%	22%	i
O=C(CCSc1nnnn1-c1ccccc1)N1CCOCC1	-7%	-3%	-23%	-5	-1%	-6%	-5%	32%[activator]	0%
NC(=O)C1CCN(C(=O)CNC(=O)c2ccc(F)cc2)CC1	-5%	22%	/	5	-2%	/	/	89%[activator]	-5%
COc1cc(C2=NOC(C(=O)NCc3cccnc3)C2)cc(OC)c1OC (stereo not drawn)	-20%	-15%	49%	0	10%	5%	-2%	32%	-5%
COc1ccccc1NC(=O)CCC(=O)N(Cc1ccc(OC)c(OC)c1)c1nccs1	-21%	2%	11%	-8	-1%	-5%	-2%	116%[activator]	7%
Cc1ccc(NC(=O)/C(=C\c2ccco2)NC(=O)c2ccco2)cc1	0%	-7%	34%	-25	-22%	-5%	-2%	16%	-1%
O=C(CC1Oc2ccccc2NC1=O)NCCCN1CCN(C2CCCCC2)CC1 (stereo not drawn)	-28%	/	/	/	-2%	/	/	18%	-9%
NC12CC3CC(C1)CC(CC(=O)O)(C3)C2	-11%	-2%	84%[activator]	-10	-11%	-5%	-3%	69%[activator]	-5%
O=C(O)COc1ccc(NC(=O)c2cccs2)cc1	1%	/	/	-2	2%	/	/	20%	-2%
Cc1ccc(C2CC2C(=O)NNC(=S)Nc2ccc(Cl)cc2)cc1 (stereo not drawn)	-2%	4%	-2%	-37	-8%	-9%	3%	5%	i
CCCCNC(=S)N1CCC(Cc2ccccc2)CC1	-8%	-2%	8%	-23	-5%	7%	-6%	15%	12%
CC(Nc1nc(-c2ccc(Cl)cc2)cs1)c1nc2cc(Cl)c(N3CCCCC3)cc2n1CCOCCO (stereo not drawn)	-9%	/	/	/	-13%	/	/	?	5%
O=C(NNC(=O)c1ccccc1O)c1ccc(-c2ccc([N+](=O)[O-])cc2)o1	-7%	-16%	/	19	1%	/	/	6%	i
O=S(=O)(c1ccc(Cl)s1)N1CCN(CCc2ccccc2)CC1	-14%	14%	1%	-18	-20%	-8%	-11%	10%	-9%
COc1cccc(N2C(=O)C3CCCN3C2=S)c1 (stereo not drawn)	-17%	-3%	35%	-2	-5%	-9%	-4%	-24%	-5%
CCCn1c(SCC(=O)c2ccc3c(c2)OCCO3)nnc1C(C)C	7%	14%	-3%	8	-3%	-23%	-5%	?	-2%
CC(=O)N1CCc2cc(S(=O)(=O)CCC(=O)Nc3cccc(F)c3)ccc21	-2%	9%	3%	-2	8%	-5%	-9%	17%	-26%
CN(C(=O)CCc1nc(-c2ccccc2F)no1)c1ccccc1	18%	-4%	-1%	22	-11%	-5%	-3%	5%	-4%
CCOC(=O)CC(NC(=O)c1ccco1)c1ccccc1Cl (stereo not drawn)	8%	-1%	39%	1	-5%	-21%	-1%	-6%	-5%

2 records picked at random from those above:
SMILES	POLH inh	APEX1 inh	POLB inh	RXFP1 antag	Pol kappa inh	Anesthetic bind	BLM helicase inh	POLI inh	Tb PGK inh
O=C(CC1Oc2ccccc2NC1=O)NCCCN1CCN(C2CCCCC2)CC1 (stereo not drawn)	-28%	/	/	/	-2%	/	/	18%	-9%
CCOC(=O)CC(NC(=O)c1ccco1)c1ccccc1Cl (stereo not drawn)	8%	-1%	39%	1	-5%	-21%	-1%	-6%	-5%

Continued.
SMILES	POLH inh	APEX1 inh	POLB inh	RXFP1 antag	Pol kappa inh	Anesthetic bind	BLM helicase inh	POLI inh	Tb PGK inh
CCOC(=O)N1CCN([N+]([O-])=NOc2cc(O/N=[N+](\[O-])N(C)C)c([N+](=O)[O-])cc2[N+](=O)[O-])CC1	/	-7%	/	/	0%	?	-5%	16%	/
COc1ccccc1OS(=O)(=O)c1ccc(NC(C)=O)cc1	-16%	22%	28%	-12	-23%	-2%	1%	70%[activator]	3%
CCCN(CC(=O)Nc1cc(Cl)ccc1Cl)C(=O)/C=C/c1cc(OC)ccc1OC	-26%	26%	/	3	0%	/	/	20%	-7%
CCC(C)NCCCCOc1ccc(Cl)cc1C (stereo not drawn)	-17%	-2%	21%	-4	-3%	1%	-8%	26%	i
NC(=S)N/N=C/c1cn(-c2ccccc2)nc1-c1cccnc1	-33%	0%	-5%	17	-11%	53%[activator]	-2%	?	-12%
COc1cc(C(=O)NCC2CCCO2)ccc1OCc1ccc(Cl)cc1Cl (stereo not drawn)	-4%	3%	/	-33	-10%	/	/	19%	-1%
Cc1cc(/C([O-])=C(/C(=S)Nc2ccc(F)cc2)[n+]2ccccc2)c(C)n1Cc1ccccc1Cl	-10%	-8%	-20%	0	-6%	-16%	-5%	26%	-4%
CC(NS(=O)(=O)c1ccccc1)C(=O)NCCc1ccccn1 (stereo not drawn)	-7%	8%	13%	-8	-1%	-5%	0%	107%[activator]	6%
COc1cccc(/C=N/NC(=O)C(=O)N/N=C/c2cccc(OC)c2OC)c1OC	-3%	-4%	-2%	-5	-9%	7%	0%	318%[activator]	-11%
CN(CC1CCOCC1)C(=O)CC1C(=O)NCCN1Cc1cccc(C(F)(F)F)c1 (stereo not drawn)	-13%	10%	10%	-3	7%	-11%	-3%	8%	i
Cc1ccc(C(=O)NC2=NCCS2)cc1Cl	-14%	28%	-10%	-3	-8%	-10%	-4%	157%[activator]	-1%
Fc1ccc2nc(Nc3ccccc3)sc2c1	-3%	0%	-4%	-18	-6%	?	-6%	150%[activator]	0%
COc1ccccc1C(=O)Nc1ccc(N2CCCCC2)cc1	-4%	-5%	-25%	/	-3%	-23%	-2%	22%	-5%
Cn1c(N)c(C(=O)COC(=O)Cc2ccccc2F)c(=O)n(C)c1=O	-13%	-1%	/	7	3%	/	/	35%[activator]	-6%
CCn1c(SCC(=O)NC2CC2)nnc1-c1cccs1	1%	31%	/	0	7%	/	/	5%	-4%
COc1ccccc1NC(=O)CCCC(=O)OCC(F)(F)C(F)F	-3%	1%	-6%	3	-14%	-18%	-12%	-4%	-10%[11.5 µM]
O=C(N/N=C/C=C/c1ccccc1)NC1CCCCC1	-10%	-7%	?	-6	-19%	?	-7%	4%	5%
Cc1cccc(Cn2c(SCc3ccc(C(=O)N4CCCCCC4)cc3)nc3ccncc32)c1	-15%	/	10%	-20	6%	42%[activator]	0%	?	-7%
COc1ccc(C=C2SC(=O)NC2=O)cc1OC	?	/	/	-1	-2%	/	/	-4%	5%
CCOC(=O)CSc1nc(-c2ccccc2)nc2c1oc1ccccc12	-5%	-3%	0%	11	-6%	-7%	-3%	2%	-6%

A few values from the list:
BLM helicase inh with CN(CC1CCOCC1)C(=O)CC1C(=O)NCCN1Cc1cccc(C(F)(F)F)c1 (stereo not drawn) → -3%
POLI inh with CCC(C)NCCCCOc1ccc(Cl)cc1C (stereo not drawn) → 26%

Returning to the listing, repeating the 3 entries before the break.
SMILES	POLH inh	APEX1 inh	POLB inh	RXFP1 antag	Pol kappa inh	Anesthetic bind	BLM helicase inh	POLI inh	Tb PGK inh
Cc1cccc(Cn2c(SCc3ccc(C(=O)N4CCCCCC4)cc3)nc3ccncc32)c1	-15%	/	10%	-20	6%	42%[activator]	0%	?	-7%
COc1ccc(C=C2SC(=O)NC2=O)cc1OC	?	/	/	-1	-2%	/	/	-4%	5%
CCOC(=O)CSc1nc(-c2ccccc2)nc2c1oc1ccccc12	-5%	-3%	0%	11	-6%	-7%	-3%	2%	-6%
COc1cc2c(cc1NC(=O)COc1ccccc1OC)oc1ccccc12	-14%	4%	-6%	-5	-14%	-4%	-2%	4%	i
COc1cc(C=NO)nc(-c2ccccn2)c1	-17%	/	/	5	-3%	/	/	26%	5%
Cc1ccc(C(=O)Nc2ccc3ccccc3n2)cc1	-21%	-15%	24%	-4	2%	9%	-4%	8%	-2%
O=C(NCc1ccccc1Cl)c1ccc(NC2=NC3CS(=O)(=O)CC3S2)cc1 (stereo not drawn)	4%	34%	?	-1	-11%	-13%	-5%	-11%	0%

A second format for part of the listing above:
SMILES | POLH inh | APEX1 inh | POLB inh | RXFP1 antag | Pol kappa inh | Anesthetic bind | BLM helicase inh | POLI inh | Tb PGK inh
COc1cc(C=NO)nc(-c2ccccn2)c1 | -17% | / | / | 5 | -3% | / | / | 26% | 5%
Cc1ccc(C(=O)Nc2ccc3ccccc3n2)cc1 | -21% | -15% | 24% | -4 | 2% | 9% | -4% | 8% | -2%
O=C(NCc1ccccc1Cl)c1ccc(NC2=NC3CS(=O)(=O)CC3S2)cc1 (stereo not drawn) | 4% | 34% | ? | -1 | -11% | -13% | -5% | -11% | 0%

Bioassay records: PubChem, National Center for Advancing Translational Sciences (NCATS)
